SMARCA2 act: SMARCA2 (BRM) function activators, primary screen, cell-based, luminescence, high throughput; 1% of 370,000 active; activation, % at 9.1 µM; MG213 cells, MMTV-luciferase reporter, dexamethasone, overnight; AID 652017, 2013; in the data active means activation above about 7.8%;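 further: 0% = vehicle wells and 100% = reference activator wells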
MBD2 inh: inhibitors of MBD2 binding to methylated DNA, primary screen, biochemical, TR-FRET, DNA-binding domain, human. Methyl-CpG-binding domain protein 2 (Homo sapiens), Q9UBB5. MBD2 binding to methylated oligonucleotide. inhibition, % at 4.4 µM. 0.31% of 370,000 active; in the data active means inhibition above about 13%
NR1D1 modulator: modulators of Rev-erb alpha DNA binding, primary screen, biochemical, FITC-DNA, fluorescence polarization, uHTS; Nuclear receptor subfamily 1 group D member 1 (Homo sapiens), P20393; Rev-erbα–FITC-DNA binding, 90 min; 0.79% of 370,000 active; AID 1259318, 2017; activity, % at 10 µM;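 active means activity above about 14%, limit read from the data; passing the limit was not always enough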;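 further: 0% = DMSO wells with 35 nM protein and 100% = DMSO wells with 750 nM protein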
Target sequence (P20393 whole entry, looked up): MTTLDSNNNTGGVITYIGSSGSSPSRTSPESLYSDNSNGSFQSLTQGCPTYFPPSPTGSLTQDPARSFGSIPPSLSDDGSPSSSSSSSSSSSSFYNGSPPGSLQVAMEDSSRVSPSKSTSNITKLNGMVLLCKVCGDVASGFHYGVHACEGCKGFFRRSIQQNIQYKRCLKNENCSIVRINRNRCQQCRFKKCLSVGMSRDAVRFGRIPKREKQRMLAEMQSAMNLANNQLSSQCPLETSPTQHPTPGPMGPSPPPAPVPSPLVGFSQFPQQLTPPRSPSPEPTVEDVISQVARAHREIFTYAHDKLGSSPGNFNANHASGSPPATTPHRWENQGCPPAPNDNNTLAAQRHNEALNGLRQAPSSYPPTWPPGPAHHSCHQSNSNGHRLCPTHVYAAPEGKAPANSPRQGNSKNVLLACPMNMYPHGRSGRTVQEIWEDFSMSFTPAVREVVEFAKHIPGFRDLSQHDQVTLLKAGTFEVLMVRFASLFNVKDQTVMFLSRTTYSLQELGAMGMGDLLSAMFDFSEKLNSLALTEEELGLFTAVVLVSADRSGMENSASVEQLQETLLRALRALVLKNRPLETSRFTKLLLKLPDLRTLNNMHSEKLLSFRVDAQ
hcDAF-12 act: H. contortus DAF-12 nuclear receptor activators, primary screen, cell-based, luminescence, HEK293, lit1-tk-luc reporter | 1.4% of 370,000 active | activation, % at 6.8 µM | HEK293 hcDAF-12 lit1-tk-luc reporter; 0% DMSO, 100% Δ7-dafachronic acid;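 active means activation above the mean of all tested compounds plus 3 SD, cut at about 5.5% in these data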;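 further: 100% = response to 3 µM Δ7-dafachronic acid high control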
ADAM17 inh: ADAM17 inhibitors, primary screen, biochemical, QFRET | 0.83% of 370,000 active | inhibition, % at 6.95 µM | recombinant ADAM17, EDANS/DABCYL FRET peptide cleavage | Disintegrin and metalloproteinase domain-containing protein 17 (Homo sapiens), P78536 | AID 720648, 2013;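 active means inhibition above the mean of compounds lying between control limits plus 3 SD, set per campaign, cut at about 8.5% in these data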;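 further: 0% = DMSO-only wells as the low control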
ssDAF-12 act: S. stercoralis DAF-12 nuclear receptor activators, primary screen, cell-based, luminescence, HEK293, GRIP1 co-expression, lit1-tk-luc; HEK293 ssDAF-12/GRIP1 lit1-tk-luc reporter; % of 3 µM dafachronic acid response; 1% of 370,000 active; activation, % at 6.8 µM; Nuclear hormone receptor DAF-12 (Strongyloides stercoralis);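 active means activation above the mean over all tested compounds plus 3 SD, cut at about 0.9% in these data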;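 further: 0% = DMSO-only wells and 100% = 3 µM delta7-dafachronic acid wells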
hgDAF-12 ag: H. glycines DAF-12 receptor agonists, primary screen, cell-based, luminescence, HEK293, GAL4 fusion, UAS-luciferase | activation, % at 6.8 µM | AID 687014, 2013 | 1.8% of 370,000 active | HEK293 GAL4-hgDAF12 UAS-luciferase reporter, agonist luminescence; normalized to butyrate control;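 active means activation above a cutoff set at the mean of all screened compounds plus 3 SD, cut at about 10% in these data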;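 further: 0% = DMSO wells and 100% = sodium butyrate wells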
DAX1 inh-1: DAX1 (NR0B1) inhibitors on StAR promoter, primary screen, cell-based, luminescence, SF-1 (NR5A1), full-length DAX-1 | HEK293T StAR-luciferase reporter, SF-1/DAX-1 repression relief | inhibition, % at 6.8 µM | 1.1% of 370,000 active | AID 652010, 2013;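 active means inhibition above the mean over all tested compounds plus 3 SD, cut at about 3.6% in these data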;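 further: 0% = DAX-1 cells with DMSO and 100% = cells lacking DAX-1 with DMSO; higher inhibition means more luminescence from relief of DAX-1 repression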
PLC-gamma1 inh: PLC-gamma1 enzyme inhibitors, primary screen, biochemical, fluorescence, purified enzyme; inhibition, % at 12.2 µM; AID 720700, 2013; 1-phosphatidylinositol 4,5-bisphosphate phosphodiesterase gamma-1 (Homo sapiens), P19174; fluorogenic substrate; 0.84% of 370,000 active; in the data active means inhibition above about 9.5%
PLCb3 inh: human PLC-beta3 inhibitors, primary screen, biochemical, fluorescence. 1-phosphatidylinositol 4,5-bisphosphate phosphodiesterase beta-3 (Homo sapiens), Q01970. 0.18% of 370,000 active. inhibition, % at 12.2 µM. AID 720704, 2013. Purified PLC-beta3, fluorogenic substrate; in the data active means inhibition above about 11%;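 further: 0% = median of compound wells on plate and 100% = full blocker control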
DAX1 inh-2: DAX1 (NR0B1) inhibitors, primary screen, cell-based, HEK293, Gal4-DAX1, luciferase luminescence; Nuclear receptor subfamily 0 group B member 1 (Homo sapiens), P51843; HEK293 Gal4-DAX1 luciferase reporter; inhibition, % at 6.75 µM; 0.99% of 340,000 active; AID 504766, 2011;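 active means inhibition above the mean over all tested compounds plus 3 SD, cut at about 4.2% in these data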;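 further: 0% = DAX1-transfected cells with DMSO and 100% = empty-vector control cells with DMSO; inhibition shows as a rise in luminescence from relieved DAX1 repression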
Target sequence (P51843 207-470 limits assumed): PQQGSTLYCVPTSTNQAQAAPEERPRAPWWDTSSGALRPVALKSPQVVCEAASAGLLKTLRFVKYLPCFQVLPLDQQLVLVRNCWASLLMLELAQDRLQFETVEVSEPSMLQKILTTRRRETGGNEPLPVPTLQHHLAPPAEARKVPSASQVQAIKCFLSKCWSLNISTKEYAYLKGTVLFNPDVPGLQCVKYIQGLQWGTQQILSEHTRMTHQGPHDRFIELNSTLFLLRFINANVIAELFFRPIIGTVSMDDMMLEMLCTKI
Numbers without * were called inactive; i = inactive; x = not tested or not shown.

Every second line gives: DAX1 inh-2, hgDAF-12 ag, hcDAF-12 act, DAX1 inh-1, PLC-gamma1 inh, ssDAF-12 act, ADAM17 inh, SMARCA2 act, NR1D1 modulator, MBD2 inh, PLCb3 inh
- O=C(Cn1nnc2ccccc2c1=O)NCCc1ccccc1
 : -0.7, 0.8, -1.0, 0.1, 2, -0.5, 5, 0, 3, -1, 4
- N#CC1=C(N)OC2=C(C(=O)CCC2)C12C(=O)N1CCCc3cccc2c31 (centres undefined)
 : -0.1, 2.4, 2.4, -0.6, -2, -1.0, 0, 1, 7, -7, 0
- O=C(NNC(=O)c1ccc([N+](=O)[O-])cc1)NC1CCCCC1
 : 0.4, -1.8, 0.5, 0.2, 2, -1.7, 2, 5, 1, 1, -5
- O=C(COC(=O)/C=C/c1cccs1)Nc1ccc2ccccc2c1
 : -0.9, -0.6, 0.9, 0.4, -7, -0.6, 1, 0, 2, -5, -9
- COC(=O)c1sc2nc(C)nc(SCC(=O)C(C)(C)C)c2c1C
 : 2.1, 3.1, -0.2, 0.5, 2, -0.8, 0, 1, 0, 0, 1
- COC(=O)c1ccc(CN2C(=O)[C@]3(OCCC=C[C@H]3C)c3cc(OC)ccc32)cc1
 : x, -0.7, 1.2, 1.9, 1, -0.8, -5, -4, 2, 4, 2
- COc1cc(/C=C/C(=O)OCC(=O)NCc2ccco2)ccc1O
 : 1.1, 0.4, -0.8, -1.2, -39, -0.9, -19, 0, -5, 1, -43
- O=[N+]([O-])c1ccc(/C=N/Nc2nc(NCc3ccccc3)nc(N3CCOCC3)n2)cc1
 : 1.7, 2.5, 0.8, 0.8, 4, -1.6, 2, 1, -4, 3, 3
- CCN(Cc1ccncc1)C(=O)CCc1nnc(CCc2ccccc2OC)o1
 : -2.0, 2.4, 0.1, 0.2, 0, -1.2, -3, -1, 6, -3, 0
- COc1ccc(S[C@]2(C(=O)N3CCOCC3)CC(=O)N(c3ccc(Cl)cc3)[C@@H]2c2ccc(OC)cc2)cc1
 : x, -1.8, -3.0, -2.1, 3, -0.6, 3, -2, -2, 2, 0
- CCc1cc(=O)oc2cc(OC(C)C(=O)N3CC[C@@]4(O)CCCC[C@H]4C3)ccc12 (some centres undefined)
 : x, 1.3, 2.7, -0.2, -8, -1.7, -32, 1, 7, 2, -8
- O=C(NC(=S)Nc1ccccn1)c1cncc(Br)c1
 : 0.8, 2.5, 1.4, 0.2, 0, -0.4, -9, 4, -2, 7, 1
- CCOC(=O)Cn1c(=O)n(Cc2ccccc2)c(=O)c2cccnc21
 : -0.5, -0.8, 0.0, 0.1, -11, -1.3, -19, 0, 4, -5, -18
- CN(Cc1cccnc1)Cc1cn[nH]c1-c1ccc(-c2ccccc2)cc1
 : -0.1, -1.8, -0.8, 0.7, 1, -1.0, 1, 1, -2, -1, -10
- COc1ccccc1C(=O)NNC(=O)c1ccc(C)cc1
 : -0.3, 3.1, -0.3, 0.0, 1, -0.3, -2, 2, 0, 1, -9
- Cc1ccc([C@H]2N[C@]3(CCCN(Cc4cccn4C)C3=O)[C@H]3C(=O)N(C)C(=O)[C@@H]23)cc1
 : 1.4, 1.6, -1.1, -1.0, -6, -1.3, -6, -5, -2, 4, -14
- Cc1ccccc1Nc1nc(Cl)nc(NC(C)(C)C)n1
 : -2.4, -4.6, -0.3, -2.4, 0, -1.9, -6, -7, 5, -1, -1
- CCn1c(=O)n(CC)c2cc(N3CCCC3)c(NC(=O)c3cccc(Cl)c3)cc21
 : -0.9, -0.7, -2.5, -4.9, -60, -0.5, -16, -2, 10, 3, -90
- CC(C)c1nc(SCC(=O)Nc2nc3c(s2)CCCC3)c2ccccc2n1
 : -2.1, -7.5, -4.2, -0.4, 5, -2.0, 1, -1, 0, -1, -1
- C[C@H]1CN=C(N(C)C)N1CCc1ccc(F)cc1
 : 2.8, 3.4, -0.9, -0.4, 2, -1.5, -1, 1, 0, 6, 2
- COc1ccc(S(=O)(=O)N2CCC(C(=O)NCCCc3ccccc3)CC2)cc1
 : -0.2, -1.6, -0.9, -0.9, -1, -1.2, 0, -2, -4, 2, -7
- COc1ccc(CN2C(=O)CN=C2Nc2cccc(C)c2C)cc1
 : -0.5, -0.9, -1.3, -0.3, 9.8*, -0.9, 5, -3, -1, 0, 6
- CC(=O)c1ccc(NS(=O)(=O)c2ccc([N+](=O)[O-])cc2)cc1
 : 0.5, 0.1, -0.1, -1.2, 7, -1.4, 7, -5, 4, -5, 17*
- CC(C)CNC(=O)C1CCN(Cc2ccc(OCc3ccccc3)cc2)CC1
 : 0.1, 8.3, 7.1*, -0.2, 12*, -0.2, 0, 2, 6, 0, 1
- S=c1[nH]c2cnc(Cl)nc2[nH]1
 : 0.7, -1.8, 0.5, -0.1, -1, -0.5, -3, -3, -1, -4, 1
- COc1cc(/C=C/C(=O)c2cccc([N+](=O)[O-])c2)cc(OC)c1OC
 : 1.7, 1.1, 0.7, -0.6, 0, -1.5, 1, 0, 0, 2, 3
- Cc1cc(NC(=O)COn2nnc3ccc(S(C)(=O)=O)cc32)ccc1Br
 : -1.5, -6.7, -3.3, -1.5, 7, -1.0, 2, -4, 3, 7, -14
- O=[N+]([O-])c1ccc(O)c(Nc2c([N+](=O)[O-])ccc3nonc23)c1
 : -0.9, -3.2, 0.9, 0.2, 8, -0.6, 5, -3, 10, -27, 4
- CCOc1ccc(-c2cn3ccccc3n2)cc1[N+](=O)[O-]
 : 1.9, 11*, 1.4, 1.0, 6, 0.5, -1, 4, -5, 1, 0
- Cc1ccc(S(=O)(=O)N2CCCCC2)cc1C(=O)N(CCc1ccccc1)Cc1ccccc1
 : -1.9, -1.6, -2.4, -2.1, -1, -1.7, 0, -3, 0, 1, -4
- COC(=O)N1CCCc2cc(C)ccc21
 : 0.6, -4.5, -0.8, -0.2, -32, -1.5, -21, -4, -3, 8, -49
- COc1cccc(C2CC(c3ccccc3)Nc3ncnn32)c1 (centres undefined)
 : 0.3, 1.7, 1.5, 0.4, -1, -0.8, 1, 4, -1, -1, 0
- Cc1cc(=O)n2nc(N3CCC(C(=O)Nc4cccc(Cl)c4C)CC3)sc2n1
 : -0.2, -1.0, 1.9, 0.1, 2, 0.3, -1, 0, -1, -4, -2
- O=C(CN(C(=O)CNC(=O)c1cccs1)c1ccccc1F)NC1CCCC1
 : 0.3, -1.0, -0.5, -0.2, 2, -1.4, -3, -3, 5, 4, -9
- Cc1ccc(-c2nc(Nc3cccc(O)c3)c3ccccc3n2)cc1
 : -2.0, 3.1, 0.4, -1.2, -123, 0.3, -15, -2, 3, 3, -172
- CN(C(=O)CSc1nnc(CN2CCCC2)n1Cc1ccccc1)c1ccccc1
 : -0.8, -0.1, -0.9, 3.0, 4, -0.9, 3, -4, -2, 1, 2
- O=C(COC(=O)COc1ccccc1F)Nc1ccc(Cl)cn1
 : 1.9, 1.5, 0.3, -0.2, 0, -1.7, -5, -3, -2, 3, -7
- O=C(CSc1nnc(-c2ccc(F)cc2)o1)N1CCCC1
 : 1.0, 4.5, 1.9, 0.9, 3, -1.0, 3, 4, 4, -3, -3
- COc1ccc(C(C)=O)cc1COC(=O)CNC(=O)c1ccc(Cl)cc1
 : 1.5, -0.2, 0.1, -0.5, 3, -1.7, 2, -2, -1, -2, 2
- COCCCNc1nc2c(-c3cccc(C)c3)nnn2c2ccccc12
 : 0.3, 3.1, 6.9*, -0.7, -427, -0.3, -51, 5, 24, -1, i
- CCN(CC)S(=O)(=O)c1ccc(OC)c(NC(=O)CCS(=O)(=O)Cc2ccccc2)c1
 : 0.7, -0.5, -0.3, 0.5, 0, -0.8, -5, -4, 1, -3, -10
- Cc1onc(C(=O)NN)c1-c1csc(COc2ccccc2)n1
 : 3.2, -0.5, -0.1, 0.4, 9, -0.8, 9.0*, -8, -9, -1, 7
- Cc1cc(NC(=O)CSc2nnc(-c3ccccc3)c(-c3ccccc3)n2)no1
 : -2.0, 0.3, -0.6, -3.8, -1, -2.1, -4, -3, 6, 10, 2
- O=c1[nH]cnc2sc3c(c12)CCCC3
 : 1.4, 3.6, -1.1, -0.5, 3, -1.2, -3, -4, -5, 3, 0
- COC1=C[C@H](C(=O)NCc2ccc(Cl)cc2)C(C)C(c2ccccc2)CC1=O (some centres undefined)
 : x, 5.4, -1.2, -0.7, -4, -1.2, 4, 2, -2, -4, -4
- CCOC(=O)N1CCN(C(=O)c2cc3c(=O)n4ccccc4nc3s2)CC1
 : 0.3, -1.0, 3.1, -0.8, -258, -0.6, -239, 2, 2, -2, -344
- O=C(COC(=O)c1ccc(Cl)c(S(=O)(=O)N2CCCCC2)c1)NCC1CCCCC1
 : 0.2, 0.4, 2.8, -0.9, -4, -1.0, -5, 4, 2, 0, -8
- CN(CC(=O)NCCc1ccccc1)S(=O)(=O)c1ccccc1
 : 3.6, 0.3, -1.8, 0.7, 1, -0.4, -9, -4, x, 3, -8
- O=[N+]([O-])c1ccc2nc(-c3ccccc3)oc2c1
 : 1.4, 5.5, 0.4, 2.3, 0, -0.8, 2, 2, 7, -1, -5

Among those listed so far, these contain a nitro group on carbon.
Every second line gives: DAX1 inh-2, hgDAF-12 ag, hcDAF-12 act, DAX1 inh-1, PLC-gamma1 inh, ssDAF-12 act, ADAM17 inh, SMARCA2 act, NR1D1 modulator, MBD2 inh, PLCb3 inh
- O=C(NNC(=O)c1ccc([N+](=O)[O-])cc1)NC1CCCCC1
 : 0.4, -1.8, 0.5, 0.2, 2, -1.7, 2, 5, 1, 1, -5
- O=[N+]([O-])c1ccc(/C=N/Nc2nc(NCc3ccccc3)nc(N3CCOCC3)n2)cc1
 : 1.7, 2.5, 0.8, 0.8, 4, -1.6, 2, 1, -4, 3, 3
- CC(=O)c1ccc(NS(=O)(=O)c2ccc([N+](=O)[O-])cc2)cc1
 : 0.5, 0.1, -0.1, -1.2, 7, -1.4, 7, -5, 4, -5, 17*
- COc1cc(/C=C/C(=O)c2cccc([N+](=O)[O-])c2)cc(OC)c1OC
 : 1.7, 1.1, 0.7, -0.6, 0, -1.5, 1, 0, 0, 2, 3
- O=[N+]([O-])c1ccc(O)c(Nc2c([N+](=O)[O-])ccc3nonc23)c1
 : -0.9, -3.2, 0.9, 0.2, 8, -0.6, 5, -3, 10, -27, 4
- CCOc1ccc(-c2cn3ccccc3n2)cc1[N+](=O)[O-]
 : 1.9, 11*, 1.4, 1.0, 6, 0.5, -1, 4, -5, 1, 0
- O=[N+]([O-])c1ccc2nc(-c3ccccc3)oc2c1
 : 1.4, 5.5, 0.4, 2.3, 0, -0.8, 2, 2, 7, -1, -5
